Mtb RmlCD inh: blocks M. tuberculosis RmlC and RmlD coupled enzymes. RmlC+RmlD coupled enzyme assay, percent inhibition; primary screen in compound mixtures. inhibition, % at 3.6 µM. P9WH09+P9WH11. 160,000 tested, 0.03% active; in the data active means inhibition mostly above about 34%, no sharp cut-off; further: some results filed as inactive read as strong as hits
Target sequence (P9WH09 whole entry, looked up): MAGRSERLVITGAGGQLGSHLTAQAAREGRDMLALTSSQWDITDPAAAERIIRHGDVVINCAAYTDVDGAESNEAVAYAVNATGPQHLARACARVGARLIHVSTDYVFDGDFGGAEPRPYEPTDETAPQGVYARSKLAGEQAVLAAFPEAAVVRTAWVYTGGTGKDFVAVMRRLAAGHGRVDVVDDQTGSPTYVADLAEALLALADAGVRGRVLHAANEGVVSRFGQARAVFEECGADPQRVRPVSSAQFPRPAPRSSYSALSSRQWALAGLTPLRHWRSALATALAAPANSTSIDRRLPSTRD
Target sequence (P9WH11 whole entry, looked up): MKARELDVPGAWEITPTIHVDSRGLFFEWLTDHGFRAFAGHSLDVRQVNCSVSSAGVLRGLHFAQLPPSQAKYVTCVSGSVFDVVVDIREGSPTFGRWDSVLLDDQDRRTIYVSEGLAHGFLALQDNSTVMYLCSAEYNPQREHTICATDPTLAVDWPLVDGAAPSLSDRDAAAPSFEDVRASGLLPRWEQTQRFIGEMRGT
M. tuberculosis GlmU: inhibition of mycobacterial GlmU enzyme – biochemical, glucosamine-1-phosphate acetyltransferase (AID 1376); M. tuberculosis GlmU acetyltransferase enzyme assay; higher % means a stronger effect; inhibition, %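 (tested at 30 µM in the primary screen)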, or IC50 in µM where a hit was titrated; 220,000 tested, 0.25% active; in the data active means inhibition above about 13%;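 further: 0% = complete reaction with vehicle and 100% = reaction without substrate; strong numbers were not always called active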
Starred values were filed as active, the others as inactive; . = not tested or not shown. These rows are one share of the data, so the mix of outcomes need not match the whole.

SMILES	Mtb RmlCD inh	M. tuberculosis GlmU
CC(C)(C)OC(=O)NC(=NCCCc1cn(CC(=O)N2CCN(C(=O)OC(C)(C)C)CC2)nn1)NC(=O)OC(C)(C)C	.	1.0%
Cc1ccc(C(=O)OCC(=O)NC(C)C)cc1S(=O)(=O)N1CCOCC1	8.0	-8.0%
Nc1ccc(C23CC4CC(CC(CO)(C4)C2)C3)cc1	0.9	1.9%
COCCCn1c(=O)/c(=C\c2ccc(OC(F)F)c(OC)c2)s/c1=C(/C#N)C(=O)NCCOC	65.7*	.
C=CCNC(=S)N/N=C/c1ccc(OCc2ccccc2Cl)cc1	-11.0	1.2%
CSc1ccc(S(=O)(=O)N(CC(=O)NN=C2CCN(C)CC2)c2ccc(C)cc2)cc1	-1.8	7.2%
COCCN(C(=O)/C=C/c1cccc([N+](=O)[O-])c1)c1c(N)n(Cc2ccccc2)c(=O)[nH]c1=O	6.0	4.7%
NC(=S)Cc1nc(-c2ccc(Cl)cc2)cs1	-8.6	-6.8%
Cc1c2c(=O)n(-c3nc4ccccc4s3)nc-2cc(O)n1Cc1ccccc1	14.9	-1.3%
O=C(Nc1ccc(N2CCCC2)c(Cl)c1)c1ccc([N+](=O)[O-])o1	-6.5	-1.1%

Structures shown so far that contain a nitro group on carbon (2):
SMILES	Mtb RmlCD inh	M. tuberculosis GlmU
COCCN(C(=O)/C=C/c1cccc([N+](=O)[O-])c1)c1c(N)n(Cc2ccccc2)c(=O)[nH]c1=O	6.0	4.7%
O=C(Nc1ccc(N2CCCC2)c(Cl)c1)c1ccc([N+](=O)[O-])o1	-6.5	-1.1%

Carrying on:
SMILES	Mtb RmlCD inh	M. tuberculosis GlmU
COc1ccc(Cl)cc1NC(=O)CNc1ccccc1F	6.2	-4.1%
CSc1nc2ncc3c(n2n1)CC1c2ccccc2CCN1C3=O (stereo not drawn)	-4.2	4.4%
CCOC(=O)C1CCN(S(=O)(=O)c2ccc(C(=O)OC)cc2)CC1	.	2.6%
O=C(CNC(=S)N(Cc1ccc(F)cc1)C1CCCCC1)NC1CC1	.	5.3%
Fc1ccc(NC(=S)NCc2ccc3c(c2)OCO3)cc1	9.8	-3.9%
Cc1cc(C)cc(C(=O)N2CC(=O)Nc3ccccc32)c1	.	-1.2%
CN(C)CCNc1nc2c(c(=O)[nH]c(=O)n2C)n1CC(O)COc1ccc(Cl)cc1 (stereo not drawn)	.	0.4%
COc1ccc(Br)cc1S(=O)(=O)NCCN1CCOCC1	0.4	1.4%
C=CCn1c(O)c(C(C)=NCCCN(C)C)c(=O)[nH]c1=O	-2.9	0.0%
CCc1cc2c(=O)[nH]c(N3CCOCC3)nc2s1	.	0.0%
COc1ccc(-c2cc(C(F)(F)F)n3nc(C(=O)NCCCN4CCOCC4)cc3n2)cc1	-7.3	-0.4%
O=C(Nc1nccc(-c2cccs2)n1)c1ccccc1Cl	.	-0.4%
CSC(=S)N(C)C1CCS(=O)(=O)C1 (stereo not drawn)	-8.4	0.2%
COc1cccc(CNC23CC4CC(CC(C4)C2)C3)c1OCc1ccccc1	-0.9	1.4%
Cc1c(C)n(C)c2ccc(C(=O)NCc3cccs3)cc12	9.9	8.3%
CC(C)(CNC(=O)c1cc2ccccc2o1)N1CCOCC1	.	3.7%
COCCN1Cc2cccc(C(=O)Nc3ccc4c(c3)OCCO4)c2C1=O	.	2.4%
Cc1cccc(NC(=O)CSc2nc3ccc(N4C(=O)c5ccccc5C4=O)cc3s2)c1C	.	-5.8%
COc1ccc(F)cc1C(=O)C1CCCN(C(=O)c2cccc(N(C)C)c2)C1 (stereo not drawn)	.	-3.2%
COCC(=O)N(CCc1ccc(OC)c(OC)c1)Cc1nc2ccccc2c(=O)[nH]1	.	7.7%
Cc1ccccc1-n1nnnc1SCCCC(=O)c1ccc(F)cc1	5.8	1.1%
Cc1cccc(-n2c(=O)c3c4c(sc3n3c(=S)[nH]nc23)CCC4)c1	8.7	5.1%
Nc1nnc2c(n1)CCCC2	5.9	2.8%
CCN(CC)C(C(=O)Nc1ccc(C(C)C)cc1)c1ccc2c(c1)OCO2 (stereo not drawn)	.	-2.7%
CCc1ccc(OCC(=O)NC(=S)Nc2cccc(CO)c2)c(Br)c1	2.2	-4.5%
COc1ccc(CN2CCN(CCc3ccccc3)C(CCO)C2)c(O)c1 (stereo not drawn)	-6.6	1.6%
CN(C)N1C(N)=C(C#N)C(c2cccs2)C2=C1CCCC2=O (stereo not drawn)	-6.8	7.2%
COc1ccc(CN=Cc2c(O)[nH]c3ccccc23)cc1	-11.2	5.1%
COc1ccc2c(c1)c(C(=O)OCCN(C)C)c(C)n2C	1.2	2.2%
CCOC(=O)N1CCN(S(=O)(=O)c2ccc(OCC(=O)OC)c(Cl)c2)CC1	-6.8	1.0%

Three consecutive compounds already listed:
SMILES	Mtb RmlCD inh	M. tuberculosis GlmU
Cc1ccccc1-n1nnnc1SCCCC(=O)c1ccc(F)cc1	5.8	1.1%
Cc1cccc(-n2c(=O)c3c4c(sc3n3c(=S)[nH]nc23)CCC4)c1	8.7	5.1%
Nc1nnc2c(n1)CCCC2	5.9	2.8%

(listing goes on)
SMILES	Mtb RmlCD inh	M. tuberculosis GlmU
COc1ccc(CN(C(=O)/C=C/C(=O)c2ccc(OC)cc2O)C(C(=O)NC2CCCCC2)c2ccncc2)cc1 (stereo not drawn)	-6.9	6.4%
Cc1cc(C)n(C(=O)CN2C(=O)CCC2=O)n1	-14.2	-0.6%
CCOC(=O)c1c(CSc2ccccc2)oc2ccc(O)cc12	8.0	0.4%
Cc1cc(=O)n2[nH]c(NCc3ccccc3F)nc2n1	4.7	2.5%
CCN(CC)C(=O)C1CC(c2ccc(OC)cc2)=NO1 (stereo not drawn)	-5.4	-1.8%
COCCCNC(=O)CC(NS(=O)(=O)c1ccc(C)cc1)c1ccc(OC)cc1 (stereo not drawn)	7.6	-3.3%
COc1ccccc1NC(=O)CCc1nc(-c2ccccc2F)no1	6.3	2.8%
COc1ccc(-c2nc3nc(C)cc(C)n3n2)cc1	13.8	-2.1%
O=C(NCc1nc2ccccc2[nH]1)C1=C[C@H](c2ccc3c(c2)OCO3)C[C@H](OCc2ccc(CO)cc2)O1	.	1.5%
COc1ccc(CCNc2ccc(S(=O)(=O)N3CCCC3)cc2[N+](=O)[O-])cc1	.	-6.5%
CC(C)COC(=O)NCCOC(=O)Nc1cccc(Cl)c1	-10.2	1.6%
O=C(Cc1cccs1)N/N=C\c1ccc(O)cc1	-11.4	2.6%
O=C(NC1CCCC1)C(c1ccc(F)cc1)N(Cc1ccc(F)cc1)C(=O)c1ccn[nH]1 (stereo not drawn)	-1.8	0.9%
CC[N+]1(CC)CC2=Cc3c(ccc4ccccc34)C(C)C2C1 (stereo not drawn)	14.3	7.9%
O=C1CSC(c2cccc(Cl)c2Cl)N1c1ccccn1 (stereo not drawn)	5.6	6.1%
CSc1ccccc1NC(=O)CN(C)Cc1cc(=O)n2ccsc2n1	-13.6	0.9%
N#Cc1cc([N+](=O)[O-])ccc1NCCc1ccccn1	.	-2.9%
CCOC(=O)c1c([N+](=O)[O-])c(C)[nH]c(=O)c1C#N	11.1	.
O=C(N[C@@H](Cc1ccccc1)C(=O)OCc1ccccc1)c1nc[nH]c1C(=O)NCc1ccccc1	.	-5.8%
CCOC(=O)CNC(=O)/C(=C\c1ccc(F)cc1)NC(=O)c1ccccc1	-9.1	3.2%
COc1ccc(NC(=O)c2cc(C)n(Cc3cccs3)c2C)cc1	-11.7	0.1%
Cc1ccc(CNC(=O)c2ccc3nc4[nH]c5ccccc5c4nc3c2)cc1	.	0.6%
Cc1ccc(S(=O)(=O)Nc2cc(=O)[nH]c(SCc3ccc(Cl)cc3)n2)cc1	-10.5	5.8%
c1ccc(C2=Nc3ccccc3OC2)cc1	7.1	-2.9%
Cc1ccc(NS(=O)(=O)c2ccc(OCC(=O)NCc3cccnc3)cc2)cc1	8.6	-3.8%
COc1ccc(-c2csc(N(CC3CCCO3)C(=O)c3cccs3)n2)cc1 (stereo not drawn)	.	-1.6%
CC(C)Oc1ccc(CC(=O)NNC(=S)Nc2ccc(Br)cc2)cc1	.	-1.1%
CCN(C(=O)c1cc2c(=O)[nH]c3ccc(C)cc3c2s1)c1cccc(C)c1	-0.8	0.8%
COC(=O)C1C(=O)C2=C(CC1C)Nc1ccccc1NC2c1ccc(C)s1 (stereo not drawn)	-2.6	-3.7%
O=C(c1ccccc1[N+](=O)[O-])N1CC2C3C=CC(C3)C2C1 (stereo not drawn)	-19.0	3.6%
CC(C)C[C@H](NC(=O)NC(C)C)C(=O)O	-7.0	-0.8%
CC1(C)CC(C)(O)P(=O)(c2ccccc2)O1 (stereo not drawn)	-6.6	6.4%
Cc1cc([N+](=O)[O-])nn1CCCC(=O)Nc1cc(Oc2ccccc2)cc([N+](=O)[O-])c1	.	-0.6%
CCS(=O)(=O)N1CCN(C(=O)c2ccccc2)CC1	.	-0.9%
C=CCn1c(C)cc(-c2csc(N)n2)c1C	.	-1.1%
O=c1c2ccccc2ncn1CCOCCOc1cccc(Br)c1	3.1	-3.9%
c1cc2c3c(cccc3c1)C(N1CCCCC1)=N2	-2.2	0.0%
COc1ccc(S(=O)(=O)N(C)CC(=O)Nc2ccccc2C(F)(F)F)cc1Cl	18.2	-0.9%
O=C(/C=C/c1ccccc1)NCC(=O)N/N=C\c1cccnc1	-13.6	1.3%
Fc1ccccc1-c1nc2ccccc2[nH]1	-5.8	4.2%
Cc1cc2nc(-c3cccnc3SCC(=O)NCc3ccco3)[nH]c2cc1C	-9.2	2.1%
Cc1ccc(OP(=O)(NC(C)c2ccccc2)Oc2ccc(C)cc2)cc1 (stereo not drawn)	3.2	-0.1%
Cc1ccc(NC(=O)c2c(C(=O)Nc3ccccc3)sc3nc(C)cc(=O)n23)cc1	-12.8	0.1%
CN(C)CCCOc1cccc(Cl)c1	.	1.1%
O=C(N/N=C/c1cccc(OCc2ccccc2)c1)c1ccc(Br)cc1	.	-4.6%
FC(F)(F)c1nnc2c(Sc3ccc(Cl)cc3)nc3ccccc3n12	.	-4.0%
O=C1NC(=O)/C(=C/c2ccccc2Oc2ccc(Cl)cc2)S1	-4.8	-4.8%
C=CCN=C1NN=C(c2ccc3c(c2)OCCO3)CS1	-6.0	3.4%
CCN(CC)S(=O)(=O)c1cccc(NC(=O)CCNC(=O)c2ccc([N+](=O)[O-])cc2)c1	.	-4.8%
COC(C[C@@H](O)C[C@@H](O)COCc1ccccc1)OC	.	3.4%

(continued)
SMILES	Mtb RmlCD inh	M. tuberculosis GlmU
COCC(=O)NC(c1ccccc1)c1ccccc1	4.2	6.4%
Cc1nc2c(C(=O)NCc3ccccc3)c[nH]n2c(=O)c1Cl	.	6.1%
O=C(OCc1ccccc1)c1ccc2c(c1)-c1ccccc1C2=O	-8.2	-0.9%
CCc1nnc(SCC(=O)NC2CCCC2)nc1CC	.	2.7%
NC(=O)COc1cccc(/C=N/NC(=O)c2ccc(-n3cccc3)cc2)c1	-2.1	-3.0%
CC1CN(CC(O)COCc2ccc3c(c2)OCO3)CC(C)O1 (stereo not drawn)	.	-2.4%
O=C(NCCCN1CCOCC1)c1ccc([N+](=O)[O-])cc1[N+](=O)[O-]	5.5	0.5%
Cc1c(-c2ccccc2)oc2c(C(=O)OCC(=O)Nc3ccc(F)cc3)cccc2c1=O	14.4	-0.6%
CCSc1nc(N)c(C#N)c(-c2ccccc2Cl)c1C#N	-3.2	0.4%
OCCC1CN(Cc2ccc(Oc3ncccn3)cc2)CCN1CCc1ccccc1 (stereo not drawn)	-9.8	-1.3%
COc1ccc(C2(O)CCN(Cc3nnnn3Cc3ccc(C)cc3)CC2)cc1	-5.2	-4.6%
Cc1ccc(OCc2nnc(NC(=O)OCC(C)C)s2)cc1	.	0.4%
C/C(=N\Nc1nc(-c2cc(C)ccc2C)cs1)c1cc2c(ccc3ccccc32)oc1=O	-9.5	6.5%
COc1cc(OC)c2c(C)cc(=O)oc2c1C(CCN1CCN(c2ccccc2)CC1)c1ccc2c(c1)OCO2 (stereo not drawn)	.	-0.4%
CCC(C)[C@H](NC(=O)NCCCn1ccnc1)C(=O)OC (stereo partly drawn)	11.1	8.4%
Cc1ccc(-c2nn(-c3ccccc3)cc2/C=N/NS(=O)(=O)c2ccccc2)cc1	.	-2.1%
Cc1c(NC(=O)c2cc(-n3cnnc3)ccc2Cl)cccc1-c1nc2ccccc2o1	-9.4	-0.7%
N#Cc1c(NC(=O)CSc2ncn(-c3ccccc3)n2)sc2c1CCCC2	-3.1	-0.1%
O=[N+]([O-])c1ccc(N2CCCC2)cc1N/N=C1\CN2CCC1CC2	.	2.0%
Cc1cccc(C2CC3(CC(C)(C)NC(=S)N3)Oc3cc(O)ccc32)c1 (stereo not drawn)	6.9	8.0%

3 records picked at random from those above:
SMILES	Mtb RmlCD inh	M. tuberculosis GlmU
Cc1c(NC(=O)c2cc(-n3cnnc3)ccc2Cl)cccc1-c1nc2ccccc2o1	-9.4	-0.7%
CCC(C)[C@H](NC(=O)NCCCn1ccnc1)C(=O)OC (stereo partly drawn)	11.1	8.4%
Cc1cccc(C2CC3(CC(C)(C)NC(=S)N3)Oc3cc(O)ccc32)c1 (stereo not drawn)	6.9	8.0%

(more compounds)
SMILES	Mtb RmlCD inh	M. tuberculosis GlmU
CCc1ccccc1NC(=O)CN(C)C(=O)Cn1ncc(Cl)c(Cl)c1=O	-9.0	-3.3%
Cn1cnnc1Sc1ccc(C(=O)OCC(=O)NC2CC2)cc1[N+](=O)[O-]	8.4	0.4%
COc1ccc(C(=O)CCC(C)(C)[N+](=O)[O-])cc1OC	5.8	3.5%
Cc1cc(NC(=O)c2ccc(NC(=O)c3cccs3)cc2)no1	2.2	0.6%
CCN1CCN(CCc2nc3cc(NC(=O)COc4ccc(Cl)cc4)ccc3n2C)CC1	.	-10.1%
COc1cc(C(=O)N/N=C/C2CC=CCC2)cc(OC)c1OC (stereo not drawn)	-9.0	1.1%
COc1ccc(NC(=S)NC(C)C(c2ccccc2)N2CCOCC2)cc1 (stereo not drawn)	-15.1	-2.0%
O=C(NC(Cc1ccccc1)C(=O)O)/C(=C\c1ccc(F)cc1)NC(=O)c1ccccc1 (stereo not drawn)	7.7	2.0%
